# Source: PubChem
# UBC13 polyUb: UBC13 polyubiquitin chain formation inhibitors, primary screen, biochemical, TR-FRET, uHTS; AID 485273, 2010; 330,000 compounds, 0.47% hits; inhibition, % at 20 µM; Ubiquitin-conjugating enzyme E2 N (Homo sapiens), P61088; in the data active means inhibition above about 45%, passing the limit was not always enough; inconclusive means no clear call, values can overlap the other calls
# Target sequence (P61088 whole entry, looked up): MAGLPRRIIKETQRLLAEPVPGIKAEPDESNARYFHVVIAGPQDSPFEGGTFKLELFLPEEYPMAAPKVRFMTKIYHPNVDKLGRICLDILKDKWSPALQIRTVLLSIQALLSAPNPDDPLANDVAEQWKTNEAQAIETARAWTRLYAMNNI
# SENP8 block-1: human SENP8 protease inhibitors, primary screen, biochemical, fluorescence, Nedd8 protein substrate, uHTS; Sentrin-specific protease 8 (Homo sapiens), Q96LD8; 360,000 compounds, 0.64% hits; inhibition, % at 20 µM; recombinant SENP8; AID 602440, 2012; in the data active means inhibition mostly above about 40%, no sharp cut-off; inactive means mostly below about 27%
# Target sequence (Q96LD8 whole entry, looked up): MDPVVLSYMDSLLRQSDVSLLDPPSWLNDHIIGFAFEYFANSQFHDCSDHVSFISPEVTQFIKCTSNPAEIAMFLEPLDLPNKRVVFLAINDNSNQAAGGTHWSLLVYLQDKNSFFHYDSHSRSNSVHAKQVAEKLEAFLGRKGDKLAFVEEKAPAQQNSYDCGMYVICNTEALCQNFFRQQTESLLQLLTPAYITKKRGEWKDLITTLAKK
# HKDC1 inhibitor: HKDC1 hexokinase inhibitors, primary screen, biochemical, fluorescence, uHTS; 340,000 compounds, 0.16% hits; Q2TB90; recombinant HKDC1, G6PDH/diaphorase resazurin coupled fluorescence; AID 493160, 2011; inhibition, % at 20 µM;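 active means inhibition above about 35% when tested at 20 µM, limit read from the data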;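 further: plate controls were DMSO wells with enzyme for no effect and DMSO wells lacking enzyme for full effect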
#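 Assay system – recombinant HKDC1 (HK5) hexokinase enzyme, produced in-house · Input – HKDC1 at 5 µg/mL · Reagent – glucose plus 1 mM ATP as hexokinase substrates · Timing – 90 min reaction incubation at room temperature, dark · Measured by – G6PDH/diaphorase-coupled fluorescence, 1 mM NADP, 100 µM resazurin, 525/613 nm · Benchmarks – DMSO-enzyme wells negative, buffer-substituted wells positive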
# SENP8 block-2: SENP8 protease inhibitors, primary screen, biochemical, luminescence; Sentrin-specific protease 8 (Homo sapiens), Q96LD8; purified SENP8, Z-RLRGG-aminoluciferin cleavage; inhibition, % at 10 µM; 330,000 compounds, 1.2% hits; AID 2540, 2010; in the data active means inhibition above about 50%
# PfGluPho inh: PfG6PD enzyme inhibitors, primary screen, biochemical, fluorescence intensity, uHTS; glucose-6-phosphate dehydrogenase-6-phosphogluconolactonase (Plasmodium falciparum 3D7); PfGluPho enzyme, NADPH resazurin-diaphorase fluorescence; inhibition, % at 20 µM; 350,000 compounds, 0.78% hits; AID 504690, 2011;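 active means inhibition reaching at least a set limit at 20 µM in the primary screen, cut at about 59% in these data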;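 further: 0% = DMSO wells with substrate and 100% = DMSO wells lacking glucose-6-phosphate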
# beta cell repl: inducers of MIN6 beta-cell proliferation, primary screen, ATP luminescence, uHTS; proliferation, % at 10 µM; 330,000 compounds, 0.29% hits; MIN6 cells proliferation, ATPlite luminescence, 48 h; cells starved in 0.2% serum; 100% = growth in 10% serum; AID 2380, 2010;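 active means compounds whose signal lies at least 3.5 SD above the mean of all wells on their plate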;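 further: 0% = DMSO-treated cells in low-serum medium and 100% = 10% serum control; some compounds called inactive have numbers as strong as hits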
# SENP1 inh: human SENP1 catalytic domain inhibitors, primary screen, biochemical, FRET, uHTS | Sentrin-specific protease 1 (Homo sapiens), Q9P0U3 | recombinant SENP1 catalytic domain, CyPet-SUMO1-YPet FRET cleavage | inhibition, % at 10 µM | 360,000 compounds, 0.21% hits;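 active means inhibition at least 30% at 10 µM, raw YFP signal under a set limit, fluorescence ratio 0.5 to 1.5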;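 further: 0% = enzyme with DMSO and 100% = no enzyme wells; some results filed as inactive read as strong as hits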
# Target sequence (Q9P0U3 419-644 limits assumed): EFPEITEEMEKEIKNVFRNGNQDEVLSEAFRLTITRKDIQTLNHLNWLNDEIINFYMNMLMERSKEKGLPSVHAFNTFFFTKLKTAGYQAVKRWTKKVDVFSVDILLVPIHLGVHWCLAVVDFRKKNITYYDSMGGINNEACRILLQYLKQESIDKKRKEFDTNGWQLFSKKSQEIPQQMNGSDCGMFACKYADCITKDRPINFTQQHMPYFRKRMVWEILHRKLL
#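 system = hSENP1 catalytic domain, recombinant | reagent = SFCypet-SUMO1-SFYpet substrate at 25 nM | doses = one dose per compound, 10 µM, 0.5% DMSO | incubation = enzyme reaction for 50 min at room temperature, dark | measured by = FRET, CFP and YFP emission | controls = no-enzyme low, enzyme-DMSO high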
# SENP6 inh: SENP6 protease inhibitors, primary screen, biochemical, luminescence, uHTS; Recombinant SENP6 catalytic domain, aminoluciferin luminescence; inhibition, % at 10 µM; 330,000 compounds, 1.8% hits; AID 2599, 2010;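 active means inhibition above about 50% at the single tested dose, limit read from the data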;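 further: plate controls were DMSO wells with enzyme for no effect and DMSO wells lacking enzyme for full effect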
# SENP7 inh: SENP7 protease inhibitors, primary screen, biochemical, luminescence, uHTS; 330,000 compounds, 1.5% hits; recombinant SENP7, Z-RLRGG-aminoluciferin luminescence, 40 min; inhibition, % at 5 µM;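 active means inhibition above about 50% at the single test dose, limit read from the data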;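 further: plate controls were DMSO with enzyme for no effect and no enzyme buffer wells for full effect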
# Target sequence (Q9BQF6 706-1050 limits assumed): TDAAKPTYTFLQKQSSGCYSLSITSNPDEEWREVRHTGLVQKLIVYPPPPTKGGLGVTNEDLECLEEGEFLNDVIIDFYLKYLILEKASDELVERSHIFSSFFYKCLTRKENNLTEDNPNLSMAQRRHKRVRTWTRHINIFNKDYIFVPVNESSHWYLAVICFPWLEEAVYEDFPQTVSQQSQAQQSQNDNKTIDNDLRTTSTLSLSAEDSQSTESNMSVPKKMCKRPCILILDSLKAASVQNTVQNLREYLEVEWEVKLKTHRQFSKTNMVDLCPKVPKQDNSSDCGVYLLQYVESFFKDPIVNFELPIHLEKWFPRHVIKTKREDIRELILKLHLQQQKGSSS
# Starred values were filed as active, the others as inactive; i = inactive; ? = inconclusive; / = no result given.
SMILES,UBC13 polyUb,SENP8 block-1,HKDC1 inhibitor,SENP8 block-2,PfGluPho inh,beta cell repl,SENP1 inh,SENP6 inh,SENP7 inh
COc1ccc(S(=O)(=O)N2CCCC2C(=O)Nn2cnnc2)cc1 (stereo not drawn),5,14,0,-3,3,1,2,-17,-1
COc1ccc(OCCCc2c(C)n[nH]c2C)cc1,10,19,-9,-6,3,1,-1,-12,-3
N#Cc1c(Nc2ccccc2)c(/C=N/N=C/c2ccccc2)c[nH]c1=O,2,16,21,-6,-21,0,-6,-21,-1
Cc1ccc(-c2cc(C#N)c(=O)n(Cc3c(Cl)cccc3Cl)c2)cc1,10,-298,-4,-11,-5,0,-18,-24,-6
Cc1cccc(C(=O)O/N=C(\N)Cc2ccc([N+](=O)[O-])cc2)c1,0,25,2,-6,-6,-4,2,-11,1
Nc1c(Cl)ncnc1NCCc1ccc(O)cc1,7,18,-7,2,8,-5,3,3,5
COc1cc(/C=C(\C#N)c2nc3ccccc3[nH]2)cc(Br)c1OCc1ccccc1,-19,-295,-12,-1,13,0,-25,11,-1
N#CC(Cc1ccccc1OC(F)F)c1nc2ccccc2[nH]1 (stereo not drawn),-2,-27,-9,-16,1,-1,-14,-21,-15
Cc1c(Cl)cccc1NC(=O)C1CC(=O)N(C2CCCC2)C1 (stereo not drawn),/,2,-1,/,-43,/,0,/,/
COC(=O)Cc1c(C)nc2nc(NCc3c(F)cccc3Cl)[nH]n2c1=O,0,8,7,5,-33,0,-1,-8,-1
O=C(NC1CCN(Cc2ccccc2)CC1)C1CCN(S(=O)(=O)c2cccc3nsnc23)CC1,2,16,-3,0,1,0,3,-4,-3
COc1ccc(-c2cc(=O)n(-c3ccc([N+](=O)[O-])cc3)[nH]2)cc1,-38,87*,-10,79*,17,0,7,92*,48
COc1ccc(S(=O)(=O)Nc2cccc3c2O[C@H](CN(C)S(=O)(=O)c2cn(C)cn2)[C@@H](C)CN([C@H](C)CO)C3=O)cc1,-1,12,-1,-4,-7,0,3,-17,3
COc1ccc(C=O)c2[nH]c3c(Cl)ncnc3c12,3,-235,-1,1,15,-1,-44,10,0
O=C(NC1CCCC1)C(c1ccc(O)cc1)N(CC1CCCO1)C(=O)C1COc2ccccc2O1 (stereo not drawn),-1,2,1,-7,-6,0,3,-10,-13

# The closing three entries of the section before open the next one:
SMILES,UBC13 polyUb,SENP8 block-1,HKDC1 inhibitor,SENP8 block-2,PfGluPho inh,beta cell repl,SENP1 inh,SENP6 inh,SENP7 inh
COc1ccc(S(=O)(=O)Nc2cccc3c2O[C@H](CN(C)S(=O)(=O)c2cn(C)cn2)[C@@H](C)CN([C@H](C)CO)C3=O)cc1,-1,12,-1,-4,-7,0,3,-17,3
COc1ccc(C=O)c2[nH]c3c(Cl)ncnc3c12,3,-235,-1,1,15,-1,-44,10,0
O=C(NC1CCCC1)C(c1ccc(O)cc1)N(CC1CCCO1)C(=O)C1COc2ccccc2O1 (stereo not drawn),-1,2,1,-7,-6,0,3,-10,-13
COc1ccc([N+](=O)[O-])cc1NC(=O)C(C)Sc1ccccc1 (stereo not drawn),3,15,19,0,14,0,1,3,3
CCC(=O)N(CC)c1nc(-c2ccc(OC)cc2)cs1,6,-3,0,4,10,-2,5,11,2
COc1ccc(/C(O)=C2/C(=O)C(=O)N(CCN(C)C)C2c2ccccc2)cc1Cl (stereo not drawn),-11,-36,2,0,-30,2,-1,-1,7
Cc1ccc2oc(=O)n(CCOc3ccccc3Cl)c2c1,19,4,5,-2,-16,2,3,-10,-9
CC(=O)c1ccc(NC(=O)CC(C)S(=O)(=O)c2ccc3c(c2)CCN3C(C)=O)cc1 (stereo not drawn),-6,18,-4,-6,-4,-1,-1,5,4
CNC(=O)c1ccc(S(=O)(=O)c2ccc(Cl)cc2)c(NC(C)=O)c1,4,-1,-2,5,-3,-1,3,15,7
Cc1ccc(NC2CCCN(C(=O)CCc3ccncc3)C2)cc1C (stereo not drawn),5,4,-2,-1,3,-1,3,-4,-12
Cc1ccc(S(=O)(=O)Nc2cc(C)on2)cc1,-7,5,-3,-6,5,-2,1,-12,-16
O=C(c1ccccc1)c1ccc2c(c1)OCCOCCOCCOCCO2,-10,15,1,-9,-2,0,-2,-18,-7
O=C(c1ccco1)N(Cc1ccccc1)c1cccc([N+](=O)[O-])c1,-2,10,-12,0,17,0,1,-5,6
COC(=O)c1sc2ncccc2c1OCc1ccccc1Cl,12,-34,3,3,7,4,1,1,4
CCOC(=O)c1c(S(=O)(=O)NCC(=O)NCc2cccc(C)c2)c(C)n(C)c1C,-7,12,2,-9,-5,3,1,-1,-2
CCCc1nc2ccccc2c(=O)n1CC(=O)c1ccc(F)cc1,2,14,5,4,-5,-2,3,-6,6
CCN1CCc2c(C#N)c(N3CCOCC3)nc(NCCO)c2C1,0,i,6,10,7,2,-25,-10,7
Cc1ccc(CNC(=O)C(=O)NCC2CCCN2S(=O)(=O)c2cc(C)ccc2C)cc1 (stereo not drawn),1,9,-1,0,5,-5,-1,9,2
CC(C)C(NC(=O)c1ccco1)C(=O)OCC(=O)NCCc1ccccc1 (stereo not drawn),9,17,-5,10,-6,-2,0,-4,0
CN(CCC#N)C(=O)COC(=O)c1c2c(nc3ccccc13)/C(=C\c1ccco1)CC2,/,-166,16,/,35,/,-30,/,/
CN(C)CCCOc1cccc(Oc2ccccc2)c1,2,14,-11,5,7,-3,3,16,1
COc1ccc(NC(=O)CSc2nccn2-c2cccc(OC)c2)cc1,0,6,0,-4,-8,0,3,-17,0
O=C(COC(=O)c1ccc(=O)n(Cc2ccccc2)n1)Nc1ccc2c(c1)OCCO2,-1,19,-6,1,-5,-2,-2,-2,1
Nc1n[nH]c(N)c1N=Nc1ccc(Cl)cc1Cl,-5,38,-13,10,3,7,1,-17,8
CCOc1ccccc1N=C1SCC(C)N1C(=O)C1CCN(c2ncnc3sc(C)c(C)c23)CC1 (stereo not drawn),/,-1,0,/,1,/,-1,/,/
COc1cc2c(cc1OC)C(C)N(C(=O)c1ccc(Br)o1)CC2 (stereo not drawn),-4,6,-10,-6,-8,-1,-1,-8,-8
Cc1cccc2sc(NNC(=O)c3cc(-c4cccs4)nc4ccccc34)nc12,?,-215,-34,0,-8,-6,14,-10,13
FC(F)(F)c1ccccc1/C=N/n1c(COc2ccccc2)n[nH]c1=S,-4,13,8,6,-1,1,-1,13,4
O=c1c2c(nc3cc(-c4ccccc4)[nH]n13)CCS2,-18,14,4,69*,16,-3,1,78*,11
COC(=O)c1ccc2c(=O)n(CCCCCC(=O)NC(C)C)c(=O)[nH]c2c1,7,-328,-3,-3,-3,0,0,3,11
Cn1nc(C(=O)Nc2ccccc2N2CCOCC2)ccc1=O,7,13,-3,4,9,1,3,-4,9
Cc1csc(SCC(=O)N(C)CC(=O)Nc2ccc(F)cc2)n1,-15,15,/,0,/,-2,2,9,-6
O=C(Cc1cccs1)NNC(=S)NCc1ccco1,-7,8,-6,3,0,-2,-2,4,5
Cn1c(=O)c2c(SCC(=O)NCCc3ccccc3)nc(C3CC3)nc2n(C)c1=O,3,/,-8,3,-5,1,/,1,1
COC(=O)c1ccccc1NC(=O)CN1CCC(C(=O)c2ccc3c(c2)OCCO3)CC1,6,1,-1,-3,-3,-5,1,5,-8
CC(=O)O[C@]1(C(C)=O)CCC2C3CCC4=C/C(=N/OCC(=O)O)CC[C@]4(C)C3CC[C@@]21C (stereo partly drawn),5,5,-6,1,-14,-4,-1,-19,-2
C=CC(=C)CC(NC)c1ccccc1 (stereo not drawn),18,16,-12,4,9,1,-7,21,2
COc1ccc2ccccc2c1C1NC(=O)NC(C)=C1[N+](=O)[O-] (stereo not drawn),-2,12,11,3,3,0,3,13,6
CCOC(=O)c1nc(S(C)(=O)=O)ncc1N1CCOCC1,1,-2,-10,-10,9,-1,1,-14,-3
C=CCN(C(=O)CNC(=O)c1ccco1)C(C(=O)NC1CCCC1)c1cccs1 (stereo not drawn),3,5,-5,4,-19,3,-4,-4,-3
Cc1nnsc1SCC(=O)O,2,22,-3,-6,-6,-2,1,8,11
Cc1ccc(-n2c(CC#N)n[nH]c2=S)c(C)c1,2,24,-3,3,25,2,-4,11,-1
C=CCN(C/C(=N\O)c1sc(C(=O)OCC)nc1C)c1cccc(Br)c1,4,12,0,-7,8,-8,3,-7,-6
C=CCN1CCN(C(=O)CCc2ccccc2)CC1,1,11,-5,-1,4,3,0,0,6
COc1cc(Cl)c(NS(=O)(=O)c2ccc(-c3ccc(=O)[nH]n3)o2)c(OC)c1,-10,6,2,1,-19,-1,4,9,-10
CN(C(=O)COC(=O)C1CCN(S(=O)(=O)c2c(Cl)cccc2Cl)CC1)C1CCCCC1,11,4,1,-2,-10,-3,2,3,2
O=C(CSc1n[nH]c(-c2ccco2)n1)N1c2ccccc2Sc2ccccc21,-7,15,5,-1,-25,1,-1,0,-3
COc1ccccc1NC(=O)Cn1c2ccccc2c2nc3n(c(=O)c21)CCS3,-3,-159,-2,-13,-16,-2,2,13,-8
COc1cc(S(=O)(=O)N2CCN(C(=O)c3ccccc3F)CC2)c(OC)cc1NC(C)=O,/,17,2,/,4,/,0,/,/
COc1ccccc1N1CCN(Cc2ccc(OC)c3ccccc23)CC1,2,12,14,8,16,-3,1,1,3
Cc1ccc2[nH]c(O)c(N=O)c2c1,-3,28,-1,1,5,-1,-6,-6,2
CS(=O)(=O)c1ccc(Cl)c(NC(=O)CSc2nnc(C3CC3)n2C2CC2)c1,5,-6,-5,4,9,-3,-1,-9,3
O=S(=O)(c1ccc(Cl)cc1)c1ccccn1,2,6,7,-4,-8,0,4,-51,4
C=CCOC(=O)C1=C(C)NC(C)=C(C(=O)OCC=C)C1c1ccc(O)cc1,2,-321,5,2,-2,-4,1,4,-6
CC(C)(C)OC(=O)CNC(=O)c1[nH]cnc1C(=O)NC1CCN(C(=O)OC(C)(C)C)CC1,5,/,-3,2,5,-1,/,-3,1
CC(=O)c1ccc(NC(=O)C2CCCN(C(=O)c3ccc(Cl)cc3)C2)cc1 (stereo not drawn),11,-6,-9,4,-8,-1,1,-11,3
CCN(CC)S(=O)(=O)c1ccc2c(c1)N(CC(=O)NCC1CCCO1)C(=O)CO2 (stereo not drawn),8,4,2,-7,7,2,0,11,4
CCn1cc(/C=C(\NC(=O)c2ccccc2F)C(=O)NCCN2CCOCC2)c2ccccc21,-6,-3,1,3,17,0,-28,-8,4

# Compounds were not picked by outcome, and some 4% of all compounds hit somewhere here.
